CCT modulator – High-Throughput Screening for Modulators of Cytosolic Chaperonin Activity | purified chaperonin ATPase assay, HTRF ADP detection, 30 min | activity change, % (concentration not given with the values), hits read low | hit rate 0.3% among 360,000; in the data active means activity change below about -30%; further: on the % scale 0 is the no-effect control and ±100 the full control effect
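ATPase activity: ADP formed was measured by HTRF Transcreener (665/615 nm ratio) after 30 min at 37 deg C with 10 uM ATP. Compounds screened at one 76 uM concentration against 40 or 20 nM TRiC in Tris pH 7.4/KCl/MgCl2/DTT buffer.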
PTHR1 ag – qHTS for PTHR1 Agonists: Primary Screen. Parathyroid hormone/parathyroid hormone-related peptide receptor (Homo sapiens), Q03431. HEK293 GP2 PTHR1 cells, GloSensor cAMP luminescence, 1 h. Potency, µM (series often up to 115 µM), for inactives: top-dose activation, usual class: activators. hit rate 0.075% among 410,000. AID 743266, 2014; further: potency means the concentration at half of the fitted maximal effect; nearly all actives have a fitted effect of over 55% in size; some results filed as inactive show a strong effect at the top dose; inactives centre near -15; many of its hits are not listed in these tables
Target sequence (Q03431 whole entry, looked up): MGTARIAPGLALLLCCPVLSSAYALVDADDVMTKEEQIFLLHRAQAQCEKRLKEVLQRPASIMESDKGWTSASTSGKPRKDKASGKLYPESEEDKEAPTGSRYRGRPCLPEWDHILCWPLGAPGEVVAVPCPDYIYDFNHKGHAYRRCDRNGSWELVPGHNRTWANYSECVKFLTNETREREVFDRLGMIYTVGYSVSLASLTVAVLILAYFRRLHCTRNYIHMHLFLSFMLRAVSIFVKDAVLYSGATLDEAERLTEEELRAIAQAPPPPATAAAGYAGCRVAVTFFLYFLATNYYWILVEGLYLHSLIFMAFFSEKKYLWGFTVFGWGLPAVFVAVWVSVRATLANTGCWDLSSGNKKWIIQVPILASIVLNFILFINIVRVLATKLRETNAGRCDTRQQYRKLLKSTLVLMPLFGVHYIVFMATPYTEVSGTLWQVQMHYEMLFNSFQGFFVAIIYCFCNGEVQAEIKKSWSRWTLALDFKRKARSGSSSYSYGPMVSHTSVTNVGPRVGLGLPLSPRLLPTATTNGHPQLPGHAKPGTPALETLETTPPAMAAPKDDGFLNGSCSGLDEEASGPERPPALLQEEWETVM
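HEK-293-derived GP2 cells expressing PTHR1 and a GloSensor cAMP reporter, 3,000/well, plated overnight, given luciferin plus IBMX (each 0.5 mM as added) for 1 h at 37 °C, then compound for 1 h at 37 °C. Luminescence was read after 15 min at room temperature.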
D3 antag – qHTS of D3 Dopamine Receptor Antagonist: qHTS. max response, negative = inhibition, %. D3R cells, DiscoveRx beta-arrestin luminescence, antagonist mode; active compounds read low. hit rate 2.5% among 360,000. D(3) dopamine receptor (Homo sapiens), P35462; in the data active means max response below about -50%; inconclusive means no clear call, values can overlap the other calls; further: on the % scale 0 is the no-effect control and ±100 the full control effect; mostly tested at two doses, the higher about 12 µM
Target sequence (P35462 whole entry, looked up): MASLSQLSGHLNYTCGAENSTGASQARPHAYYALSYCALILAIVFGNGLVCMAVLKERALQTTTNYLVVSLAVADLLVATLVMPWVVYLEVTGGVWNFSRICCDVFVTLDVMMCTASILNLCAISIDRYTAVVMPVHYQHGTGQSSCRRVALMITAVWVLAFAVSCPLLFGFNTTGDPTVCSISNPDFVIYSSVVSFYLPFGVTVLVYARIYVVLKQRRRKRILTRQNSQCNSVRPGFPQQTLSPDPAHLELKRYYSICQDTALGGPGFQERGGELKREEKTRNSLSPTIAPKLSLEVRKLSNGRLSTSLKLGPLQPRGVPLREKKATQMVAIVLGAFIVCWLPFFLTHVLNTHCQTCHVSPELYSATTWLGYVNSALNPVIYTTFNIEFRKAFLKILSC
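Cells expressing the human receptor were seeded at 1500 cells/well, incubated overnight at 37 degrees C in 5% CO2, then exposed to library compounds with dopamine controls for 90 minutes at 37 degrees C before luminescent detection.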
D3 ag – qHTS of D3 Dopamine Receptor Agonist: qHTS | hit rate 0.58% among 410,000 | max activation, % | D3R DiscoveRx beta-arrestin cells, luminescence, 90 min | AID 652048, 2013 | D(3) dopamine receptor (Homo sapiens), P35462; in the data active means max activation above about 30%; further: 0% is about no effect; mostly tested at two doses, the higher about 12 µM
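Cells at 1500/well, incubated overnight, then treated with pinned compounds (dopamine as control) for 90 min at 37 degrees C. DiscoveRx reagent added for 30 - 60 minutes at room temperature; luminescence read.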
EPAC2 agonist – qHTS for Agonist of cAMP-regulated guanine nucleotide exchange factor 4 (EPAC2): primary screen | EPAC2 activation, biochemical qHTS; response scale: 100% = 6.5 mM cAMP response | Potency, µM (series often up to 154 µM), for the others: at the top dose activation, most hits filed as activators | hit rate 0.079% among 360,000; further: potency means the concentration at half of the fitted maximal effect; nearly all actives have a fitted effect of over 50% in size
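Fluorescence exchange assay: 100 nM EPAC2 with 250 nM RAP1B-BODIPY-GDP and 50 uM GDP; compounds tested as a concentration-titration series (qHTS). Loss of Rap1-bound BODIPY-GDP fluorescence read at 480/540 nm; data normalized to 6.5 mM cAMP.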
Mm-Cpn inhibitor – Inhibitors of TCP-1 ring complex (TRiC) of Methanococcus maripaludis (MmCpn): qHTS; purified Mm-Cpn ATPase, ADP Transcreener TR-FRET; Potency, µM (top dose mostly 76.9 µM), inactives show at the top dose activity, negative = inhibition, usual class: inhibitors; hit rate 0.031% among 330,000; further: potency means the concentration at half of the fitted maximal effect; on the % scale 0 is the no-effect control and ±100 the full control effect; nearly all actives have a fitted effect of over 80% in size
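Eu-cryptate anti-ADP/ADP-d2 competition gives a ratio inversely related to ADP. Enzyme at 25 nM was pre-exposed to compound for 10 min, then given 10 uM ATP for 30 min, 37°C throughout.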
EPAC2 antag – qHTS for Antagonist of cAMP-regulated guanine nucleotide exchange factor 2 (EPAC2): primary screen; Rap guanine nucleotide exchange factor 4 (Homo sapiens), Q8WZA2; EPAC2 GEF exchange of Rap1B-BODIPY-GDP, fluorescence; Potency, µM (top dose mostly 114 µM), for inactives: at the highest dose activity, negative = inhibition, actives largely listed as inhibitors; hit rate 0.18% among 360,000; further: potency means the concentration at half of the fitted maximal effect; on the % scale 0 is the no-effect control and ±100 the full control effect; nearly all actives have a fitted effect of over 45% in size; many of its hits are not listed in these tables
Akt phos inh – HTS Assay for Inhibitors of Akt Phophorylation: Primary Screen. Neuro2A IGF-stimulated pAkt S473 HTRF, 20 min; active compounds read low. activity change, % for hits at 50 µM. hit rate 0.32% among 360,000. AID 651550, 2012; in the data active means activity change below about -80%; inconclusive means mostly about -51% to -80%; further: on the % scale 0 is the no-effect control and ±100 the full control effect
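Single-point screen (50 µM final compound) in Neuro2A cells stimulated 20 min with 6 nM IGF at 37 deg C. After lysis, Ser473-phosphorylated Akt read by HTRF (ex 330 nm, em 615/665 nm) as the 665/615 ratio.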
The depositor's hits bear a star; & = joins results of further samples; [ ] = remark or other dose. Unless noted, the call rests on the fitted dose curve; in most records, active means well fitted curve in the direction sought with a large enough effect; inconclusive means small, poorly fitted or top-dose-only effect, or another doubt; inactive means no such curve, though single readings can be large; an effect the other way counts as inactive or inconclusive. A portion of the library; count on the stated rates, not on these rows.

Screening CCN(CC)CCN1C(=O)C(O)=C(C(C)=O)C1c1ccccc1[N+](=O)[O-] (stereo not drawn) returned CCT modulator 2.3, PTHR1 ag inactive, D3 antag 7.7, D3 ag 12.7, EPAC2 agonist 1.6%, Mm-Cpn inhibitor 0.6%, EPAC2 antag 6.6% and Akt phos inh inactive.
Screening COc1cc(OC)cc(OC(=O)C2CCN(S(=O)(=O)c3ccc(OC)c(OC)c3)CC2)c1 returned CCT modulator 0.6, PTHR1 ag -14.7%, D3 antag 2.8, D3 ag -1.4, EPAC2 agonist 5.9%, Mm-Cpn inhibitor -0.4%, EPAC2 antag 13.6% and Akt phos inh inactive.
O=C(CN(Cc1ccco1)C(=O)c1ccc(F)cc1)Nc1ccccc1Br was read as CCT modulator 1.3, PTHR1 ag -15.0%, D3 antag 14.6, D3 ag -1.1, EPAC2 agonist 5.2%, Mm-Cpn inhibitor -11.8%, EPAC2 antag -5.7% and Akt phos inh inactive.
Screening CC(=O)Nc1ccc(NC(=O)c2ccc(N(C)S(=O)(=O)c3ccc(C)cc3)cc2)cc1 returned CCT modulator -3.3, PTHR1 ag -35.1%[inhibitor], D3 antag -28.5, D3 ag -10.0, EPAC2 agonist -3.0%, Mm-Cpn inhibitor -7.4%, EPAC2 antag 2.9% and Akt phos inh inactive.
`O=C(NCc1ccc(C(F)(F)F)cc1)C1CC(c2ccccc2C(F)(F)F)=NO1` (stereo not drawn) gave CCT modulator 0.3, PTHR1 ag -24.7%, D3 antag 0.0, D3 ag -10.8, EPAC2 agonist 5.8%, Mm-Cpn inhibitor 1.6%, EPAC2 antag -29.2% and Akt phos inh inactive.
For O=C(c1ccccc1[N+](=O)[O-])N1CCN(c2ccc(N3CCOCC3)nn2)CC1 the results were CCT modulator 0.5, PTHR1 ag inactive, D3 antag 1.0, D3 ag -2.5, EPAC2 agonist 3.7%, Mm-Cpn inhibitor -1.3%, EPAC2 antag 4.1% and Akt phos inh inactive.
`FC(F)(F)c1cc(-c2cccs2)nc(-n2cc(Br)cn2)n1` gave CCT modulator 2.3, PTHR1 ag inactive, D3 antag 16.0, D3 ag 10.0, EPAC2 agonist -3.0%, Mm-Cpn inhibitor 0.1%, EPAC2 antag 8.3% and Akt phos inh inactive.
Screening CCOc1ccc(NC(=O)/C(=C\c2ccc(OC(C)=O)c(OC)c2)NC(C)=O)cc1 returned CCT modulator -0.5, PTHR1 ag inactive, D3 antag 25.7, D3 ag 11.4, EPAC2 agonist 5.5%, Mm-Cpn inhibitor -0.7%, EPAC2 antag 0.0% and Akt phos inh inactive.
For COc1ccccc1CNC(=O)COC(=O)c1nc(Cl)ccc1Cl the results were CCT modulator -0.8, PTHR1 ag inactive, D3 antag -4.2, D3 ag 2.4, EPAC2 agonist -2.6%, Mm-Cpn inhibitor 1.3%, EPAC2 antag -7.8% and Akt phos inh inactive.
For O=c1c2ccccc2sc2c(CO)ccc(NCCN3CCCCC3)c12 the results were CCT modulator -1.8, PTHR1 ag inactive, D3 antag inconclusive, D3 ag -25.9, EPAC2 agonist -8.0%, EPAC2 antag -10.8% and Akt phos inh inactive.
Screening COc1cc(CN(C)Cc2cc(=O)n3ccsc3n2)ccc1OC(F)F returned CCT modulator -3.7, PTHR1 ag -42.6%[inhibitor], D3 antag 5.5, D3 ag 1.8, EPAC2 agonist 1.2%, Mm-Cpn inhibitor 0.9%, EPAC2 antag 12.0% and Akt phos inh inactive.
Screening OC(c1ccc(Cl)c(F)c1)c1ncc(-c2ccccc2F)[nH]1 (stereo not drawn) returned CCT modulator -0.2, PTHR1 ag -5.3%, D3 antag inconclusive, D3 ag -6.6, EPAC2 agonist 3.2%, EPAC2 antag -17.9% and Akt phos inh inactive.
CCOc1ccc(OCCSc2ccc(S(=O)(=O)N3CCN(C)CC3)cn2)cc1 was read as CCT modulator 1.7, PTHR1 ag -9.4%, D3 antag 15.6, D3 ag 2.2, EPAC2 agonist 7.8%, Mm-Cpn inhibitor 1.1%, EPAC2 antag -16.4% and Akt phos inh inactive.
Screening COc1ccc(Nc2ncc3c(n2)CC(c2ccc(C)cc2)CC3=O)cc1 (stereo not drawn) returned CCT modulator -1.6, PTHR1 ag -6.2%[57.5 µM], D3 antag -14.5, D3 ag -1.8, EPAC2 agonist -0.3%, Mm-Cpn inhibitor 1.4%, EPAC2 antag -21.2% and Akt phos inh inactive.
For COC(=O)C1=C(C)N(CC2CC2)C(=NCc2cccc(Cl)c2)N[C@H]1c1ccccc1 the results were CCT modulator -0.6, PTHR1 ag -2.1%, D3 antag 0.0, D3 ag -44.0, EPAC2 agonist 7.8%, Mm-Cpn inhibitor -4.8%&-1.6%, EPAC2 antag 15.2% and Akt phos inh inactive.

The list goes on, overlapping the part above by 2 compounds.
Screening COc1ccc(Nc2ncc3c(n2)CC(c2ccc(C)cc2)CC3=O)cc1 (stereo not drawn) returned CCT modulator -1.6, PTHR1 ag -6.2%[57.5 µM], D3 antag -14.5, D3 ag -1.8, EPAC2 agonist -0.3%, Mm-Cpn inhibitor 1.4%, EPAC2 antag -21.2% and Akt phos inh inactive.
For COC(=O)C1=C(C)N(CC2CC2)C(=NCc2cccc(Cl)c2)N[C@H]1c1ccccc1 the results were CCT modulator -0.6, PTHR1 ag -2.1%, D3 antag 0.0, D3 ag -44.0, EPAC2 agonist 7.8%, Mm-Cpn inhibitor -4.8%&-1.6%, EPAC2 antag 15.2% and Akt phos inh inactive.
Screening COc1ccc2c(COC(=O)[C@@H]3CCCN3S(=O)(=O)c3ccc(Cl)cc3)cc(=O)oc2c1 returned CCT modulator 0.8, PTHR1 ag -30.4%, D3 antag 2.4, D3 ag 7.6, EPAC2 agonist 0.1%, Mm-Cpn inhibitor -12.5%, EPAC2 antag 10.5% and Akt phos inh inactive.
`Cc1cc(C)cc(C(=O)NCC(=O)N2CCN(C(c3ccccc3)c3ccccc3)CC2)c1` gave CCT modulator 0.3, PTHR1 ag -21.8%, D3 antag 10.6, D3 ag 1.3, EPAC2 agonist 10.7%, Mm-Cpn inhibitor -2.3%, EPAC2 antag -10.9% and Akt phos inh inactive.
Screening CC(=O)c1ccccc1NC(=O)COC(=O)Cc1cccc(C(F)(F)F)c1 returned CCT modulator -2.7, PTHR1 ag -9.3%, D3 antag -0.8, D3 ag 3.8, EPAC2 agonist -15.2%, Mm-Cpn inhibitor -12.7%, EPAC2 antag -8.3% and Akt phos inh inactive.
Screening CCOc1ccc(NC(=O)CN(C)C(=O)CSCc2ccc(C)cc2)cc1OCC returned CCT modulator -1.5, PTHR1 ag inactive, D3 antag 12.8, D3 ag -2.3, EPAC2 agonist 11.8%, Mm-Cpn inhibitor -0.5%, EPAC2 antag -2.1% and Akt phos inh inactive.
Screening CS(=O)(=O)N1CCC(C(=O)NCCC2=CCCCC2)CC1 returned CCT modulator -2.5, PTHR1 ag inactive, D3 antag -20.3, D3 ag -13.2, EPAC2 agonist 7.6%, Mm-Cpn inhibitor -0.6%, EPAC2 antag 14.3% and Akt phos inh inactive.
Screening CCc1cccc(NC(=O)CC2SC(N3CCCC3)=NC2=O)c1 (stereo not drawn) returned CCT modulator 2.5, PTHR1 ag -32.2%[inhibitor], D3 antag -2.9, D3 ag -12.0, EPAC2 agonist -4.2%, Mm-Cpn inhibitor 0.4%, EPAC2 antag 1.7% and Akt phos inh inactive.
`COc1ccc(C(=O)Nc2cc(C(=O)c3ccccc3)c(C)oc2=O)cc1` gave CCT modulator -1.8, PTHR1 ag -16.4%, D3 antag -61.9*, D3 ag -7.5, EPAC2 agonist 15.3%, Mm-Cpn inhibitor inconclusive, EPAC2 antag -8.3% and Akt phos inh inactive.
`COc1ccc(-n2cccc2/C=C2\C(=N)N3N=C(C(C)C)SC3=NC2=O)cc1` gave CCT modulator 0.3, PTHR1 ag inactive, D3 antag -8.6, D3 ag -0.4, EPAC2 agonist -4.6%, Mm-Cpn inhibitor 1.2%, EPAC2 antag -17.0% and Akt phos inh inactive.
`CCc1ccc2[nH]c(=O)c(CN(Cc3ccco3)C(=S)NCC3CCCO3)cc2c1` (stereo not drawn) gave CCT modulator 2.9, PTHR1 ag -10.0%, D3 antag -15.2, D3 ag -15.5, EPAC2 agonist 11.5%, Mm-Cpn inhibitor -2.0%, EPAC2 antag -0.6% and Akt phos inh inactive.
For Cc1cccc(NC(=O)Nc2cccc(Oc3c(F)c(F)c(F)c(F)c3F)c2)c1 the results were CCT modulator -0.4, PTHR1 ag -17.6%[57.5 µM], D3 antag 44.9, D3 ag 3.6, EPAC2 agonist 3.8%, Mm-Cpn inhibitor 0.7%, EPAC2 antag -3.1% and Akt phos inh inactive.
For CN1CCN(C(=O)C23CC4CC(C2)CC(c2ccccc2)(C4)C3)CC1 the results were CCT modulator 0.2, PTHR1 ag inactive, D3 antag -29.3, D3 ag -21.3, EPAC2 agonist 14.7%, Mm-Cpn inhibitor -0.3%, EPAC2 antag 4.8% and Akt phos inh inactive.
Screening CCOC(=O)Cc1csc(NC(=O)/C=C/c2cccc(Br)c2)n1 returned CCT modulator 1.6, PTHR1 ag -43.3%[inhibitor], D3 antag 5.8, D3 ag 3.8, EPAC2 agonist -12.8%, Mm-Cpn inhibitor -16.4%, EPAC2 antag 10.6% and Akt phos inh inactive.
For CCOC(=O)c1c(C)[nH]c(C)c1C(=O)CN1C(=O)NC2(CCCCCC2)C1=O the results were CCT modulator -5.0, PTHR1 ag -0.3%, D3 antag 0.5, D3 ag -1.4, EPAC2 agonist -7.1%, Mm-Cpn inhibitor 2.5%, EPAC2 antag 4.5% and Akt phos inh inactive.
For CCN1C(=O)CSC1=Nc1ccc(Cl)c(Cl)c1 the results were CCT modulator 2.7, PTHR1 ag -48.4%[inhibitor], D3 antag 4.8, D3 ag 1.2, EPAC2 agonist 4.5%, Mm-Cpn inhibitor -1.7%, EPAC2 antag -4.3% and Akt phos inh inactive.
For CCCN1Cc2cccc(C(=O)Nc3ccc(-c4nc5ccccc5[nH]4)cc3)c2C1=O the results were CCT modulator -1.8, PTHR1 ag inactive, D3 antag -1.6, D3 ag -3.9, EPAC2 agonist 7.0%, Mm-Cpn inhibitor -2.1%, EPAC2 antag 13.0% and Akt phos inh inactive.
